High-throughput results as filed in PubChem BioAssay.
IDE inh: human IDE inhibitors in live cells, primary screen, fluorescence polarization, HEK cells, FAbetaB substrate. Insulin-degrading enzyme (Homo sapiens), P14735. AID 434962, 2010. hit rate 0.41% among 320,000. FAbetaB cleavage. inhibition, % at 5.59 µM;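 active means percent inhibition above the average of all tested compounds plus 3 SD, set per screening campaign, cut at about 16% in these data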;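 further: IDE supplied by intact live HEK cells; FP after avidin binding of uncleaved biotin substrate so inhibition keeps polarization high; 0% = DMSO wells and 100% = 60 µM reference IDE inhibitor Ii1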
Target sequence (P14735 whole entry, looked up): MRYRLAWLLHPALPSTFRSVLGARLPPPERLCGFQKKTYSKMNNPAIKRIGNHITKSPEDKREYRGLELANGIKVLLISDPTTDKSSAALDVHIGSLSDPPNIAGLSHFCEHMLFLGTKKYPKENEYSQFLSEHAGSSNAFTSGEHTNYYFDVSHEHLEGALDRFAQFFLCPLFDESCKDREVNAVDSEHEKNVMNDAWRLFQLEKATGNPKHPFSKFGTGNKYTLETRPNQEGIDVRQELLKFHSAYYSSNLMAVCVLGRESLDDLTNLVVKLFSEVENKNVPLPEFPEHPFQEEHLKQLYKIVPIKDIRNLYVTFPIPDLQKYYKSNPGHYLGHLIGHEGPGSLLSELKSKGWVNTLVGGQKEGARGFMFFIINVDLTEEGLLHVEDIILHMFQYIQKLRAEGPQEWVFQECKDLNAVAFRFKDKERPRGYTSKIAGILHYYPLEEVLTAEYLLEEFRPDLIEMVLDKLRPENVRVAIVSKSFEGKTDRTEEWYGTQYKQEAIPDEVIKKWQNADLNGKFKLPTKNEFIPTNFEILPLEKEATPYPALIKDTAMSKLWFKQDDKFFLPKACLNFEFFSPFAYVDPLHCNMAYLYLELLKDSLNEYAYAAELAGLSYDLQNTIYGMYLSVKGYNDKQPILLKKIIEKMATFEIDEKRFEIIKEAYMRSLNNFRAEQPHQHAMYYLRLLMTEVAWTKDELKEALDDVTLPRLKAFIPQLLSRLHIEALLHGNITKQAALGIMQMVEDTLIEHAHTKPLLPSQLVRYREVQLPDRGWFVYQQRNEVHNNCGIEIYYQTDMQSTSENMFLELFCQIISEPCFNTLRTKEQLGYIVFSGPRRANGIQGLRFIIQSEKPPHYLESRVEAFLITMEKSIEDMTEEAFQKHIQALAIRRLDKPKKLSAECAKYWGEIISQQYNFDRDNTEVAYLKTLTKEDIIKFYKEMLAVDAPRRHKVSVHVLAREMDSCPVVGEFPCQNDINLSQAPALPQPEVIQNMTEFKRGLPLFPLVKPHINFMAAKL
The depositor's hits bear a star.

Compound	IDE inh
CCOc1cc(C(=O)N2CCc3cc(OC)c(OC)cc3C2)ccc1OC(F)F	-1
Cc1ccc2nc3c(cc(C#N)c(=N)n3Cc3cccnc3)c(=O)n2c1	-2
Cc1occc1C(=O)N=Nc1c(O)[nH]c2ccc(Br)cc12	1
CCOC(=O)C(NC(C)=O)(N1CCOCC1)C(F)(F)F (stereo unspecified)	0
O=C(O)Cc1ccc(NC(=O)C2CC=CCC2C(=O)O)cc1 (stereo unspecified)	2
CC(=O)c1ccc(NC(=S)N2C(C)CCCC2C)cc1 (stereo unspecified)	0
CCOc1ccccc1NC(=O)CC1SC(=N)N(c2ccccc2)C1=O (stereo unspecified)	-13
C(=N\Nc1nc(N2CCOCC2)nc(N2CCOCC2)n1)/c1ccco1	9
Cc1sc2ncnc(Sc3nc4ccccc4s3)c2c1C	4
O=C(CNC(=O)c1cccs1)NCCN1CCC(Cc2ccccc2)CC1	9
CCn1cc(C(=O)NC2CCC(C)CC2)c(=O)c2cc(S(=O)(=O)N3CCCCC3)ccc21 (stereo unspecified)	3
Cc1cc(NC(=O)CSc2ccc(-c3ccc4c(c3)OCO4)nn2)no1	7
COc1cccc2cc(C(N)=O)/c(=N/NC(=O)COc3ccc(Cl)cc3)oc12	-3
CC1=C(C(=O)OCc2ccccc2)C(c2ccc(-c3ccccc3)cc2)NC(=O)N1CCCC(=O)O (stereo unspecified)	-4
COc1cc(/C=C2\C(=N)N3N=C(S(C)(=O)=O)SC3=NC2=O)ccc1OS(=O)(=O)c1ccccc1	0
COc1ccc(-c2nc(CC(=O)O)cs2)cc1OC	-5
COC(=O)CCC(=O)OC1(C)C(=O)C2=CN(CC(C)C)C(c3ccc(OC)cc3)=CC2=C(Br)C1=O (stereo unspecified)	-6
O=C(/C=C/c1ccccc1)NC1CC2CCCC(C1)N2Cc1ccccc1 (stereo unspecified)	-2
CC(C)CNC(=O)c1ccc(Cl)c(N)c1	-1
CCS(=O)(=O)NCc1ccc2[nH]c3c(c2c1)CCCC3	-1
CCCCNC(=O)C(c1ccc(OCC(=O)OC)c(C(=O)OC)c1)N(CCOC)C(=O)CCCCCN1C(=O)NC(c2ccc(-c3ccccc3)cc2)C(C(=O)OCc2ccccc2)=C1C (stereo unspecified)	0
Cc1ccc(-c2ccc(/C=N/NC(=O)c3ccccc3O)o2)cc1	-5
COc1cc(NC(=O)c2cccnc2)ccc1-c1cc2ccccc2oc1=O	8
O=C(NC1CCCCC1)C(=O)N(Cc1cccnc1)C(C(=O)NCc1ccco1)c1ccccc1 (stereo unspecified)	2
O=C(CSc1ccccn1)NC1CCCC1	0
COCCn1c(-c2ccccc2)nc2c(c(=O)c3ccccc3n2C)c1=O	-2
CCc1cc2c(=O)c(-c3ccc(F)cc3)c(C(F)(F)F)oc2cc1OCC(=O)O	0
Cc1ccc(C(=O)NNC(=O)CSc2nnc(CNc3ccc(F)cc3)n2C)cc1	0
CCN(CC)CCCN1C(=O)c2oc3ccccc3c(=O)c2C1c1cccs1 (stereo unspecified)	13
Cc1nnc(N/N=C/c2c(O)n(-c3cccc(C(F)(F)F)c3)c(=O)c3ccccc23)[nH]c1=O	5
O=S(=O)(/N=C/c1c(O)ccc2ccccc12)c1cccs1	0
OC[C@H]1O[C@@H](Oc2cc(O)cc(/C=C/c3ccc(O)cc3)c2)[C@H](O)[C@@H](O)[C@@H]1O	-2
O=C(c1ccc2c(c1)OCCO2)N1CCN(c2ccc([N+](=O)[O-])cc2)CC1	-1
COCCN1C(=O)N[C@H](c2cccc(C(F)(F)F)c2)C(C(=O)OC)=C1C	-1
CCN(CC)CCCNc1nc(SC)nc2sc3c(c12)CCN(C)C3	4
Cc1ccccc1CSc1nc2c(c(=O)[nH]1)CCCC2	-4
CCOc1nc(C)cc(C)c1S(=O)(=O)c1cccc(C)c1	-2
O=C(CSc1ccccn1)Nc1ccc2ccccc2c1	4
CC[C@H](C)[C@@H](C(=O)NCCCCCCCCCCC(=O)N1CCN(C(=O)OC(C)(C)C)CC1)n1cc(CCCCN=C(NC(=O)OC(C)(C)C)NC(=O)OC(C)(C)C)nn1	-3
CCOC(=O)C(C)(C)N(Cc1ccc(Cl)cc1)S(=O)(=O)c1ccc(Cl)c([N+](=O)[O-])c1	-2
c1ccc2c(c1)-c1cccc3c1c-2cc1ccccc13	-3
CCCCn1c(=N)n(CC(=O)c2ccc([N+](=O)[O-])cc2)c2ccccc21	2
Cc1ccc(OCC(=O)n2cnnc2N)c(C)c1	2
CCOC(=O)C1CCN(Cc2ccccn2)CC1	4
N#C/C(=C\c1cn(Cc2ccccc2C#N)c2ccccc12)C(=O)NCc1cccs1	-1
C=C1/C(=C\C=C2/CCC[C@]3(C)[C@@H]([C@H](C)CCCC(C)(C)O)CC[C@@H]23)C[C@@H](O)C[C@@H]1O	9
O=C(O/N=C/c1ccc2c(c1)OCO2)c1ccccc1Cl	-2
Cc1ccc(C)c(CN2C(=O)C3CCCN3c3ccc(S(=O)(=O)N4CCOCC4)cc32)c1 (stereo unspecified)	3

Overlap with the part before: 5 compounds, followed by the next part.
Compound	IDE inh
CCOC(=O)C1CCN(Cc2ccccn2)CC1	4
N#C/C(=C\c1cn(Cc2ccccc2C#N)c2ccccc12)C(=O)NCc1cccs1	-1
C=C1/C(=C\C=C2/CCC[C@]3(C)[C@@H]([C@H](C)CCCC(C)(C)O)CC[C@@H]23)C[C@@H](O)C[C@@H]1O	9
O=C(O/N=C/c1ccc2c(c1)OCO2)c1ccccc1Cl	-2
Cc1ccc(C)c(CN2C(=O)C3CCCN3c3ccc(S(=O)(=O)N4CCOCC4)cc32)c1 (stereo unspecified)	3
Cc1[nH]c2ccccc2c1-c1nc(-c2ccc(Cl)cc2)nnc1-c1ccccc1	2
CC1CCN(CCC(=O)Nc2ccc3c(c2)OCCO3)CC1	-1
Cc1c(Cl)cccc1NC(=O)C1CCCCC1	5
CN1CCN(CC(=O)N/N=C\c2c[nH]c3ccccc23)CC1	7
O=C(CSc1nnnn1-c1ccc(O)cc1)N1N=C(c2ccc3ccccc3c2)CC1c1ccccc1 (stereo unspecified)	1
CCOc1cc(/C=C/c2nc3ccccc3c(=O)[nH]2)cc(Br)c1OC	3
CCn1c(-c2ccc(F)cc2)cnc1SCC(=O)N1CCc2ccccc21	5
COc1ccc(CNS(=O)(=O)c2ccccc2Br)cc1	2
Cc1ccc(-c2csc(=S)n2CC(=O)OCC(=O)NCc2ccc(F)cc2)cc1	0
CC1(OC(=O)c2ccco2)C(=O)C=C2C=C(c3ccc(C#N)cc3)OC=C2C1=O (stereo unspecified)	0
COc1ccc(CCNC(=O)CSc2ccc(-c3ccccc3)nn2)cc1	3
CCOC(=O)N1CCN(C(=O)CSc2nnc(-c3ccc(Cl)s3)o2)CC1	-2
Cc1cccc(CCN2CCC(C(=O)c3ccc(NS(C)(=O)=O)cc3)CC2)n1	2
C/C(=N\Nc1ccc(F)cc1F)c1ccc(F)cc1	-1
CC(Cc1ccccc1)(NC(=O)CN)c1ccccc1 (stereo unspecified)	2
Fc1ccc(N2CCN(Cc3c[nH]c4ccccc34)CC2)cc1	-1
Cc1nc(C)c(/C(O)=C/c2nc3ccc([N+](=O)[O-])cc3oc2=O)o1	2
COc1ccc(S(=O)(=O)N(CC(=O)NCc2cccnc2)c2ccc(F)cc2)cc1OC	9
Cc1ccc2c(c1)-n1c(nc3ccc(Cl)cc3c1=O)C(CC(C)C)NC2=O (stereo unspecified)	-3
CCN1CCN(Cc2c(C(=O)N/N=C(\C)c3ccc(Cl)c(Cl)c3)nnn2-c2nonc2N)CC1	-1
CCN(CC)c1ccc2cc(/C(N)=N/NC(=O)c3cccs3)c(=O)oc2c1	10
CCOC(=O)[C@H]1[C@H]2COc3cc(OC)ccc3[C@@H]2N2C(=O)[C@@H](CO)NC(=O)[C@@]12C	0
COc1ccc(C2C=C(c3ccc(Cl)cc3)Nc3nc(NC(C)=O)nn32)cc1 (stereo unspecified)	20*
Cc1ccc(S(=O)(=O)NCC2CCC(C(=O)NCCCOC(C)C)CC2)cc1 (stereo unspecified)	-3
Cc1ccc(-n2cc(CN3CCC(CO)(Cc4ccccc4)CC3)cn2)cc1	4
O=Cc1cccc(OC(=O)c2ccc(Cl)cc2Cl)c1	6
C/C=C/C=C/C(=O)Nc1cccc(C2=NOC3(C2)C[C@H](C(N)=O)N(C(=O)CC(c2ccccc2)c2ccccc2)C3)c1 (stereo partly specified)	-3
O=C(O)c1cc(-c2ccccc2)nc2nc(N3CCCCC3)sc12	-4
COc1ccc(CN2C(=O)Cc3c2nc(N)c2c(N)nc(N4CCCCC4)c(C#N)c32)cc1	7
COc1cc(/C=C/c2nc3ccc([N+](=O)[O-])cc3s2)ccc1OCC(=O)O	7
COc1nccnc1NS(=O)(=O)c1ccc(N=Cc2c(C)[nH]n(-c3ccc(Cl)cc3)c2=O)cc1	1
N#C[C@@H]1[C@@H]2C(=O)N(c3ccc4c(c3)OCCO4)C(=O)[C@@H]2C2c3ccccc3C=CN21 (stereo partly specified)	10
Cc1ccc(NC(=O)C2CCCCC2)c(O)c1	2
COC(=O)c1c(C)[nH]c(C(=O)N2CCN(c3ccc(OC)cc3)CC2)c1C	1
Cc1ccc(Cl)cc1NC(=O)COC(=O)c1ccc(COc2ccc3c(C)cc(=O)oc3c2)cc1	2
COc1ccccc1NC(=O)c1ccc(CSc2ncccn2)cc1	-1
CC(C)CC1NC(=O)c2ccccc2-n2c1nc1ccc(Cl)cc1c2=O (stereo unspecified)	0
Cc1ccccc1OCCNc1cc(N2CCNCC2)ccc1[N+](=O)[O-]	1
COC(=O)c1ccccc1NC(=O)Cn1nc2n(C)c3ccccc3n2c(=O)c1=O	4
Cc1c(C(=O)N2CCN(c3ccccc3)CC2)sc2ncnc(N3CCC(C)CC3)c12	-1
O=C(Nc1ccc(-c2nnn(CC(=O)N3CCN(C(=O)c4ccco4)CC3)n2)cc1)c1ccccc1F	4
CCOC(=O)c1c(NC(=O)c2ccc(C)cc2)sc2c1CC(C)(C)NC2(C)C	5
Cc1nc2n(n1)C(O)c1cc([N+](=O)[O-])ccc1S2 (stereo unspecified)	0
CC(=O)Nc1ccc(Cc2ccc3[nH]c(=O)cc(C)c3c2)cc1	5
[O-][n+]1c2c(nc3c1-c1ccccc1C3O)CCCC2 (stereo unspecified)	-9
CC(c1cc2ccccc2s1)N(O)C(N)=O (stereo unspecified)	-3
CCOC(=O)C1=C(C)N=C2c3ccccc3C(=O)C2C1c1ccc(Br)cc1 (stereo unspecified)	-6
CC(=O)Nc1cn(C(C)=O)c(C)n1	-3

A section of the results above, as a working copy:
Compound	IDE inh
CC(c1cc2ccccc2s1)N(O)C(N)=O (stereo unspecified)	-3
CCOC(=O)C1=C(C)N=C2c3ccccc3C(=O)C2C1c1ccc(Br)cc1 (stereo unspecified)	-6
CC(=O)Nc1cn(C(C)=O)c(C)n1	-3

Other results
Compound	IDE inh
CCCNC(=O)OC[C@H]1O[C@H](CCO/N=C/[C@@H](OC)[C@H](C)/C=C/CC(=O)OC)C=C[C@@H]1Oc1ccc(OC)cc1	5
CCN1CCN(c2ccc(NC(=O)c3cnccn3)cc2)CC1	2
OC1OC[C@@H](O)[C@H](O)[C@H]1O (stereo partly specified)	2
COc1ccc2nc3n(c(=O)c2c1)-c1cc(C)ccc1C(=O)NC3Cc1ccc(O)cc1 (stereo unspecified)	3
COc1ccc(NCc2ccc(OC)c(OC)c2)cc1	3
O=C(CNC(=O)/C=C/c1ccccc1)N=Nc1c(O)n(Cc2ccccc2)c2ccccc12	-2
Cc1cc(C)n(-c2nc(SCC(=O)O)c3c4c(sc3n2)CCCC4)n1	-2
COC/C=C/C1=CC2=CC(=O)C(C)(OC(=O)c3ccco3)C(=O)C2=CO1 (stereo unspecified)	8
COCCNC(=O)CCCn1c(=O)c2cc(OC)c(OC)cc2n(CC(=O)c2ccc(Cl)cc2)c1=O	4
C1CN(c2nc3nonc3nc2N2CCOCC2)CCO1	-2
Cn1c2ccccc2c2nnc(SCc3nnc(-c4ccccc4)o3)nc21	3
Cc1cc(C(C)C)n2c(nc3ccccc32)c1C#N	-2
Cc1sc(/N=C/c2c(O)ccc3ccccc23)c(C#N)c1C	-1
CCOC(=O)c1ccc2c(c1)C1C=CCC1C(C(=O)O)N2 (stereo unspecified)	-3
CC1(c2ccccc2)ON(c2ccccc2C(F)(F)F)C1=O (stereo unspecified)	-5
Cc1ccc(C2(c3noc(CN(C)CCCN4CCOCC4)n3)CCCC2)cc1	1
CCCC(=O)Nc1nn(C)c2nc3cc(C)ccc3cc12	-7
O=S(=O)(O)Oc1c[nH]c2ccccc12	1
Cc1ccccc1N(CC(=O)NC(C)(C)C)C(=O)c1ccc(-c2ccccc2)[nH]1	-3
C#CCOCCOCCOCCNc1nc(N2CCN(C(=O)[C@H]([C@@H](C)CC)n3cc([C@@H](N)Cc4ccc(O)cc4)nn3)CC2)nc(N2CCN(C(=O)[C@H](CCCCN)n3cc([C@@H](N)CO)nn3)CC2)n1	1
O=S(=O)(Nc1ccc(O)c2ccccc12)c1ccc(Br)cc1	1
CC(=O)N[C@@H](C)c1nc2ccccc2n1CCNC(=O)[C@H]1CCCN1c1nc(CN2CCCCC2)cs1	-1
N/C(=N\OC(=O)COc1ccc2ccccc2c1Br)c1ccncc1	6
Cn1c(C(=O)N2CCCc3ccccc32)cc2c(=O)n3ccccc3nc21	5
O=C(O)/C(=C\C(=O)c1ccccc1)Nc1ccccc1	0
Cc1cccc(NC(=O)Cn2c([N+](=O)[O-])cnc2C)c1C	0

The list is partial; the hit share may differ from the screen's.
